# From PubChem
# L3MBTL1 inh: qHTS Assay for the Inhibitors of L3MBTL1; Lethal(3)malignant brain tumor-like protein 1 (Homo sapiens), Q9Y468; 0.66% of 230,000 active; AlphaScreen L3MBTL1–H3K9me1 peptide binding; Potency, µM (highest dose often 57.1 µM), inactives show at the highest dose activity, negative = inhibition, actives largely listed as inhibitors; note: nearly all actives have a fitted effect of over 60% in size
# Target sequence (Q9Y468 whole entry, looked up): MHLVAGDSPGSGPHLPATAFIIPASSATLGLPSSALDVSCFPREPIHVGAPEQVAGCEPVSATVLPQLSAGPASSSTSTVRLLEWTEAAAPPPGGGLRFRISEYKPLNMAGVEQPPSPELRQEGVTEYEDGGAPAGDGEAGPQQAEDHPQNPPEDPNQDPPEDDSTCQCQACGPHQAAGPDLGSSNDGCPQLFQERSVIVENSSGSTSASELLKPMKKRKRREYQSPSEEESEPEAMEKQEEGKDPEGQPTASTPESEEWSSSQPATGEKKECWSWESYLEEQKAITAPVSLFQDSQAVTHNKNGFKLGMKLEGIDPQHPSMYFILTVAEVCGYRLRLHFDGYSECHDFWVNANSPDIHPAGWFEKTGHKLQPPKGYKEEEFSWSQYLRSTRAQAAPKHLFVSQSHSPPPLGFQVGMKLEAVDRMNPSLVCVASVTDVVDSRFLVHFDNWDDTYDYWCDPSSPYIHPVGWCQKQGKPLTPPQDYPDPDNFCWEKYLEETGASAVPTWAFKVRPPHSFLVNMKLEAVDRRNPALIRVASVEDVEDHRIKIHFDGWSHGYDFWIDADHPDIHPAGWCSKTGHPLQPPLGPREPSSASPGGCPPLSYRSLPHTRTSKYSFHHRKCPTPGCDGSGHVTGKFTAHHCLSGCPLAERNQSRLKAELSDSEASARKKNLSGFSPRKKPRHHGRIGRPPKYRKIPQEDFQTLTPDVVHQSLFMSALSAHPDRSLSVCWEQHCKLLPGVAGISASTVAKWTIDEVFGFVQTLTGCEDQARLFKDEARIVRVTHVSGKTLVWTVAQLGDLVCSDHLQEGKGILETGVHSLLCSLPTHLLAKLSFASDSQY
#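 L3MBTL1 (50 nM) pre-complexed 30 min with biotinylated H3(1-15)K9me1 peptide (75 nM), then compounds added for 30 min at room temperature; AlphaScreen streptavidin donor/nickel chelate acceptor beads (10 ug/mL final) read after 30 min dark incubation.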
# GAA glycogen mod: qHTS Assay for Inhibitors and Activators of Human alpha-Glucosidase Cleavage of Glycogen. Potency, µM (titrated, usually from 76.4 µM), for inactives: at the top dose activity change, negative = inhibition, actives largely listed as inhibitors. Lysosomal alpha-glucosidase (Homo sapiens), P10253. recombinant GAA, glycogen substrate, Amplex Red glucose oxidase fluorescence. 0.38% of 300,000 active. AID 2100, 2009;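 note: 0% = full enzyme reaction and -100% = no-enzyme basal signal; the screen sought inhibitors and activators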
#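 Recombinant enzyme (4 nM final) with compounds titrated up to 77 uM and bovine liver glycogen (30 ug) in citrate pH 5.0, 0.01% Tween-20, 37 C 40 min. Released glucose detected by Amplex Red/glucose oxidase (Ex 573/Em 610); AC50 from Hill fits.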
# The depositor's hits bear a star; ? = inconclusive; [ ] = dose if it differs, or a comment. Calls come from the whole dose curve; as a rule, active = well fitted curve in the direction sought with a large enough effect; inconclusive = small, poorly fitted or top-dose-only effect, or another doubt; inactive = no such curve, though single readings can be large; an effect the other way counts as inactive or inconclusive. Unless noted, % is set by controls: 0 for no effect and ±100 for the full control effect; potency is the fitted concentration of half-maximal effect. Only part of the results is shown. The share of hits here may be higher or lower than overall.
compound,L3MBTL1 inh,GAA glycogen mod
COc1cccc2sc3ccc(C#Cc4ccc(N)cc4)cc3c(=O)c12,-5%,13%[76.3 µM]
COc1ccc(NC(=O)N2CCc3cc(OC)c(OC)cc3C2)cc1,-1%,10%[76.3 µM]
CN1C(=O)C(C)(C)c2cc(S(=O)(=O)N3CCCC3C(=O)NCc3ccc(F)cc3)ccc21 (stereo unspecified),1%,23%[76.3 µM]
COc1ccc(N(Cc2cc3ccccc3[nH]c2=O)S(=O)(=O)c2ccc(C)cc2)cc1,-7%,-7%[76.3 µM]
Cn1cnc2cc(NCc3ccccc3O)ccc21,3%,0%[76.3 µM]
OCCCc1cn(CC2CCCCC2)nn1,-4%,-11%[76.3 µM]
COc1ccc(CNc2nc3ccccc3n2C(C)C)cc1,7%,5%[76.3 µM]
COc1ccc(-c2n[nH]c(=S)n2-c2ccccc2C)cc1,-1%,8%[76.3 µM]
O=C(CCc1ccccc1)NCc1ccncc1,-1%,0%[76.3 µM]
Cc1ccc(C(=O)CCC(=O)N2CCN(c3ccc(F)cc3)CC2)cc1,5%,1%[76.3 µM]
COc1ccc(-n2c(COc3cccc(C)c3)n[nH]c2=S)cc1,1%[2.29 µM],-25%[76.3 µM]
CC1(C)CC(=O)C(C(=O)c2ccccc2)C(=O)C1Cl (stereo unspecified),6%,-1%[76.3 µM]
Cc1ccc(/C(O)=C2/C(=O)C(=O)N(c3ccccn3)C2c2ccc(F)cc2)cc1 (stereo unspecified),1%,3%[76.3 µM]
N#Cc1ccccc1CCN1C(=O)c2ccccc2C1=O,31%[activator],2%[76.3 µM]
O=C(Cn1cnc([N+](=O)[O-])c1)Nc1ccccc1C(F)(F)F,11%,-12%[76.3 µM]
O=S(=O)(c1ccccc1)N1CCN(Cc2ccc(Cl)cc2)CC1,-4%,7%[76.3 µM]
Cc1ccc2c(c1)N(CC(=O)Nc1ccccc1F)C(=O)CO2,0%,-3%[76.3 µM]
N/C(=N\OC(=O)c1ccccc1Cl)c1cccc([N+](=O)[O-])c1,-5%,-9%[76.3 µM]
NNc1nc(Nc2ccc([N+](=O)[O-])cc2)nc(N2CCCCCC2)n1,-19%,?
CCOc1ccc(N2C(=O)CSC2=S)cc1,-9%,?
c1ccc(C2CCC(N3CCN(c4ccccc4)CC3)CC2)cc1 (stereo unspecified),1%,-1%[76.3 µM]
COc1ccc(/C=N/Nc2nc(C(=O)O)cs2)cc1,?,?
CCCC[C@H](CN[C@@H](CNC)[C@H](C)CC)NCCC12CCC(CC1)C2,-5%,8%[76.3 µM]
COc1ccc(C(=O)Nc2ccc3ccccc3c2)cc1,-5%,4%[76.3 µM]
Clc1ccccc1OCCCCN1CCCCC1,1%,5%[76.3 µM]

# In the list so far, three have a nitro group on carbon:
compound,L3MBTL1 inh,GAA glycogen mod
O=C(Cn1cnc([N+](=O)[O-])c1)Nc1ccccc1C(F)(F)F,11%,-12%[76.3 µM]
N/C(=N\OC(=O)c1ccccc1Cl)c1cccc([N+](=O)[O-])c1,-5%,-9%[76.3 µM]
NNc1nc(Nc2ccc([N+](=O)[O-])cc2)nc(N2CCCCCC2)n1,-19%,?

# The list goes on:
compound,L3MBTL1 inh,GAA glycogen mod
Cc1ccc(S(=O)(=O)NN2C(=O)/C(=C/c3ccc(F)cc3)SC2=S)cc1,-1%,3%[76.3 µM]
O=C(O)c1cc(Cl)c(Cl)cc1C(=O)NCc1ccco1,-10%,2%[76.3 µM]
COc1ccc(/C=N/NC(=O)CN2CCCC2)cc1,2%,-9%[76.3 µM]
CCOC1C(=O)NC(=O)N1Cc1ccccc1 (stereo unspecified),7%,-12%[76.3 µM]
Cc1ccc(S(=O)(=O)N(C)CC(=O)N2CCCCCC2)cc1,-2%,-3%[76.3 µM]
Cc1ccc(C(=O)NC2CCN(S(=O)(=O)c3ccccc3F)CC2)cc1,0%,2%[76.3 µM]
COc1cccc(N2CCN(c3nc(C)c(C)c(=O)[nH]3)CC2)c1,9%,4%[76.3 µM]
CC1(c2ccc([N+](=O)[O-])cc2)NC(=O)NC1=O (stereo unspecified),0%,-4%[76.3 µM]
CC(=O)Nc1ccc(S(=O)(=O)Nc2nccs2)cc1,-7%,-7%[76.3 µM]
COc1ccc(C)cc1S(=O)(=O)n1cnc2ccccc21,0%,-5%[76.3 µM]
OC(COc1ccc(OCC(O)CN2CCCCC2)cc1)CN1CCCCC1 (stereo unspecified),27%[2.29 µM],1%[76.3 µM]
NC(=O)c1c(NC(=O)c2c(F)cccc2F)sc2c1CCN(Cc1ccccc1)C2,8%,10%[76.3 µM]
O=C(Nc1nnc(Cc2ccccc2)s1)c1ccccc1,-2%,5%[76.3 µM]
COc1ccc(CNc2ncc(-c3cccc([N+](=O)[O-])c3)n2C)c(OC)c1OC,-1%,-1%[76.3 µM]
COc1cc(C)ccc1OCCCCNCc1ccccc1,-2%,11%[76.3 µM]
CCN(CC)CCCN(C(=O)c1ccc(F)cc1)c1nc(-c2ccc(OC)cc2)cs1,-10%,7%[76.3 µM]
CCOc1ccccc1C(c1c(C)n(C)n(-c2ccccc2)c1=O)c1c(C)n(C)n(-c2ccccc2)c1=O,-5%,-7%[76.3 µM]
N#CCCN1CCN(Cc2ccccc2)CCC1=O,0%,-6%[76.3 µM]
COc1ccc(/C=C2\SC(=S)N(CCC(=O)Nc3ccc(O)cc3)C2=O)cc1,2%,6%[76.3 µM]
COc1ccc(Nc2nc(N)c3ccccc3n2)c(OC)c1,3%,14%[76.3 µM]
CN1CCN(CC(=O)c2cc(C(C)(C)C)c(O)c(C(C)(C)C)c2)CC1,7%,18%[76.3 µM]
COc1ccccc1CNC(=O)[C@H](Cc1c[nH]c2ccccc12)NC(=O)[C@@H]1Cc2ccccc2CN1,-11%,15%[76.3 µM]
O=C(Nc1cccc(F)c1)[C@@H]1CCCN1,-1%,20%[76.3 µM]
CCOc1cc(C(=O)N2CCCN(C)CC2)cc(OCC)c1OCC,7%,4%[76.3 µM]
Cc1ccc2cc(C#N)c(N3CCN(C(=O)c4cccs4)CC3)nc2c1,3%,-2%[76.3 µM]
CC(=O)c1cccc(CN2CCC(C(=O)Nc3ccc(-c4cccc(C)c4)cc3)CC2)c1,-2%,-11%[76.3 µM]
O=C(Nc1ccc2c(c1)C(=O)NC2=O)c1ccccc1Cl,3%,17%[76.3 µM]
CCCN1C(=O)C2(OCCO2)c2cc(Cl)ccc21,-1%,-8%[76.3 µM]
COc1ccc(CCNC2CCc3ccccc3C2)cc1 (stereo unspecified),5%,1%[76.3 µM]
CC(CCCC(C)(C)O)NC(=O)c1ccc2oc(CCc3ccccc3)nc2c1 (stereo unspecified),6%,5%[76.3 µM]
N#C/C(=C\c1ccc(OCc2ccc(C(=O)O)cc2)cc1)C(=O)NCc1ccccc1,3%,-7%[3.05 µM]
COc1cc(-c2noc(C)c2C(=O)NCCc2c[nH]c3ccccc23)cc(OC)c1OC,0%,6%[76.3 µM]
Cc1cccc(NC(=O)CSc2nc3ccccc3nc2N2CCCCC2)c1,31%[activator],8%[76.3 µM]
COC(=O)c1ccc2[nH]c([C@H](C)O)c([C@H](C)O)c2c1,-2%,-2%[76.3 µM]
O=C(NCCN1CCCCC1)Nc1ccccc1Cl,1%,16%[76.3 µM]
COc1ccc(CNC2CCN(Cc3ccccc3)CC2)cc1,-6%,-3%[76.3 µM]
O=C(Nc1ccc(C(=O)OC2CCCCC2)cc1)c1ccncc1,-6%,-7%[76.3 µM]
COc1ccc(-c2cc(=O)oc3cc(OCC(=O)NCC4CCC(C(=O)O)CC4)ccc23)cc1 (stereo unspecified),8%,-9%[76.3 µM]
Cn1c(=O)c2c(nc3n2CC(CO)O3)n(C)c1=O (stereo unspecified),-3%,0%[76.3 µM]
NS(=O)(=O)OCCCCCc1ccccc1,6%,9%[76.3 µM]
CCOc1ccc(C(=O)CCC(=O)Nc2ccccc2C)cc1,3%,-1%[76.3 µM]
CSc1ccccc1C(=O)NC1CCCN(Cc2ccccc2F)C1 (stereo unspecified),3%,-2%[76.3 µM]
CC(C)C1COS(=O)(=O)NC1CC(=O)SC(C)(C)C (stereo unspecified),-4%,-7%[76.3 µM]
COc1ccccc1CCNC(=O)C(=O)NCC1OCCN1S(=O)(=O)c1ccccc1 (stereo unspecified),-5%,-11%[76.3 µM]
CCOC(=O)C1CCCN(S(=O)(=O)c2cc3[nH]c(=O)c(=O)[nH]c3cc2C)C1 (stereo unspecified),3%,23%[76.3 µM]
Cc1c(Cl)cccc1NC(=S)NCCc1ccc(F)cc1,-5%,-2%[76.3 µM]
Cc1cccc(OCCSc2nc3ccccc3n2CC(=O)O)c1,-3%[2.29 µM],-1%[76.3 µM]
COc1cc(NC(=O)c2ccc(F)cc2)ccc1NC(=O)c1cc2ccccc2o1,9%,8%[76.3 µM]
CC(=O)N1CCN(C23CC4CC(CC(C4)C2)C3)CC1,6%,-3%[76.3 µM]
COc1ccc(CCNCC(=O)Nc2ccc(OC(F)(F)F)cc2)cc1OC,-4%,-3%[76.3 µM]

# More structures.
compound,L3MBTL1 inh,GAA glycogen mod
Cc1ccc(-c2ccnc3[nH]n(-c4ccccc4)c(=O)c23)cc1,-14%,3%[76.3 µM]
CC(C)C[C@H]1CN=C(Nc2ccccc2)N1CC1CCC1,13%,12%[76.3 µM]
CN1C(=O)[C@@H]2[C@H](C1=O)[C@@H]1C(=O)Nc3ccccc3C(=O)N1[C@@H]2c1ccc(F)cc1,3%,17%[76.3 µM]
O=C(Nc1cc([N+](=O)[O-])ccc1O)c1cccc(NC(=O)c2ccco2)c1,-13%,0%[76.3 µM]
COc1cc(/C=C/C(=O)O)cc(OC)c1,11%,-6%[76.3 µM]
COc1ccc(C2CC(c3ccccc3)=NN2c2ccc(C(N)=O)cc2)cc1 (stereo unspecified),47%[activator],5%[76.3 µM]
COc1ccc(CN2CCN(C(=O)CC(C)C)CC2)cc1Br,5%,-1%[76.3 µM]
COc1ccc(N(CC(=O)Nc2ccc(C)c(C)c2)C2=NC3CS(=O)(=O)CC3S2)cc1 (stereo unspecified),11%,-4%[76.3 µM]
CCN(c1ccccc1)S(=O)(=O)c1cc2c(cc1C)n(C)c(=O)c(=O)n2C,1%,6%[76.3 µM]
CC(C)Cn1c(CN2CCN(C)C(CCO)C2)nc2ccccc21 (stereo unspecified),7%,9%[76.3 µM]
CC[C@]1(c2ccccc2)C(=O)N(C(=O)OC)N1C(=O)OC,17%,-9%[76.3 µM]
Cc1ccc(C(=O)NC23CC4CC(CC(C4)C2)C3)c(Cl)c1,5%,15%[76.3 µM]
COc1ccc(CN2C(=O)C(C)Oc3ccccc32)cc1 (stereo unspecified),8%,11%[76.3 µM]
Cc1ccc(S(=O)(=O)Nc2c(Cl)c(Cl)c(O)c3ccccc23)cc1,-11%,?
O=C(c1cc(-c2ccc(F)cc2)no1)N1CCN(Cc2ccc3c(c2)OCO3)CC1,-4%,19%[76.3 µM]
CCCCNC1c2ccccc2C(=O)N1Cc1ccccc1 (stereo unspecified),5%,-1%[76.3 µM]
COc1ccc(C)cc1NC(=O)CN1C(=O)COc2ccc(C)cc21,9%,0%[76.3 µM]
CSc1ccc(CN2CCCCCC2)cc1,3%,-7%[0.611 µM]
Cc1ccc(NC(=O)CCN2CCN(C)CC2)cc1,-3%,-7%[76.3 µM]
CCOC(=O)c1sc(NC(=O)CC(C)c2ccccc2)nc1C (stereo unspecified),-14%,3%[76.3 µM]
COc1cccc(/C=N\NC(=O)c2ccc(C)nc2)c1,-8%,-10%[76.3 µM]
O=c1cc(Cl)[nH]n(-c2ccccc2)c1=O,3%,-1%[76.3 µM]
Cc1ccn2c(NC(=O)c3ccccc3)c(-c3ccccc3)nc2c1,2%,-9%[15.3 µM]
Cc1cc(=O)oc2cc(OCC(=O)NCC3CCC(C(=O)O)CC3)ccc12 (stereo unspecified),9%,-11%[76.3 µM]
Cc1ccccc1S(=O)(=O)Oc1cccc2c(O)cccc12,-10%,?
COc1cc(C(=O)N2CCN(Cc3ccc4c(c3)OCO4)CC2)cc(OC)c1OC,-8%,-10%[76.3 µM]
COc1ccccc1N1CCN(C2CCCN(Cc3cccc(O)c3)C2)CC1 (stereo unspecified),1%,0%[76.3 µM]

# Some values from above.
# L3MBTL1 inh result of CN1C(=O)[C@@H]2[C@H](C1=O)[C@@H]1C(=O)Nc3ccccc3C(=O)N1[C@@H]2c1ccc(F)cc1 stands at 3%
# L3MBTL1 inh result of COc1ccc(CN2C(=O)C(C)Oc3ccccc32)cc1 (stereo unspecified) stands at 8%
# L3MBTL1 inh result of CCN(c1ccccc1)S(=O)(=O)c1cc2c(cc1C)n(C)c(=O)c(=O)n2C stands at 1%
# L3MBTL1 inh result of Cc1ccc(S(=O)(=O)Nc2c(Cl)c(Cl)c(O)c3ccccc23)cc1 stands at -11%
